Screening results (PubChem BioAssay)
bub3: NCI yeast anticancer drug screen, S. cerevisiae bub3 mutant strain; AID 167, 2004; % growth inhibition at 50 µM; 9.9% of 78,000 active;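 further: 0% = growth of vehicle-only cultures of the same strain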
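Mutant yeast screening strain plus compound; vehicle-treated cultures serve as the 0% inhibition reference.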
mlh1 rad18: NCI yeast anticancer drug screen, S. cerevisiae mlh1 rad18 strain | growth inhibition, % at 50 µM | 11% of 79,000 active | AID 175, 2004;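 further: 0% = growth of vehicle-only cultures of the same strain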
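Test agents were incubated with a yeast strain of defined genotype (DNA damage repair defect). Inhibition of growth was derived by comparison with vehicle-exposed cultures.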
mec2-1: NCI yeast anticancer drug screen, S. cerevisiae mec2-1 strain. % growth inhibition at 50 µM. 9% of 79,000 active. AID 157, 2004;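 further: 0% = growth of vehicle-only cultures of the same strain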
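Compounds were applied to mec2-1 yeast cells. Their growth was then compared with that of vehicle-treated cultures to give growth inhibition.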
yeast cln2 rad14: NCI yeast anticancer drug screen, S. cerevisiae cln2 rad14 strain; % growth inhibition at 50 µM; AID 165, 2004; 8.3% of 78,000 active;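 further: 0% = growth of vehicle-only cultures of the same strain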
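Relative to vehicle controls, growth inhibition of compound-treated cln2 rad14 yeast was recorded.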
yeast rad50: NCI yeast anticancer drug screen, S. cerevisiae rad50 strain; growth inhibition, % at 50 µM; 10% of 79,000 active; AID 155, 2004;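 further: 0% = growth of vehicle-only cultures of the same strain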
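Cells are treated with compound, grown, and their growth is then scored against vehicle-only cultures of the same repair-deficient yeast strain.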
sgs1 mgt1: NCI yeast anticancer drug screen, S. cerevisiae sgs1 mgt1 strain | 10% of 78,000 active | growth inhibition, % at 50 µM | AID 161, 2004;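 further: 0% = growth of vehicle-only cultures of the same strain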
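Growth of a repair-deficient yeast mutant was monitored after compound treatment and expressed as inhibition relative to vehicle-treated cultures.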
* hit, by the source's call; · = not tested or not shown; & = joins results of further samples. No stated cut-off is given here; in the data, active means growth inhibition above about 70%; inactive means the rest.

SMILES | bub3 | mlh1 rad18 | mec2-1 | yeast cln2 rad14 | yeast rad50 | sgs1 mgt1
CCOCCOC(=O)CO | 0 | -7 | -5 | -20 | -15 | -4
CCCCSCC(O)c1ccccc1 (stereo not given) | 9 | -2 | -19 | -44 | -9 | -24
CC[n+]1occc1-c1ccccc1 | 12 | -4 | 7 | -22 | -4 | 3
Nc1ccc(COCCOCc2ccc(N)cc2)cc1 | 3 | 17 | 2 | -6 | -4 | -4
C=CC(C)(C)c1c(OC)cc(-c2ccccc2)oc1=O | 21 | -10 | -34 | -23 | -8 | 30
OC(c1cccc(OCc2ccccc2)c1)c1ccccn1 (stereo not given) | 2 | 2 | -7 | -21 | 5 | 2
C=C(C)[C@@H]1CC[C@@]2(C)[C@H]1[C@H]1CCC3[C@@]4(C)CC[C@H](O)C(C)(C)[C@@H]4CC[C@@]3(C)[C@]1(C)C[C@@H]2O (stereo not given in full) | 3 | 10 | 1 | -2 | 29 | 13
C=CCNC(=S)N/N=C/c1nccc(-c2ccccc2)c1C | 84* | 79* | 82* | 85* | 73* | 82*
CC(C)(C)CC(C)(C)c1ccc(OCCOCCSC(=N)N)cc1 | 99* | 98* | 47 | 99* | 46 | 40
O=C1CCCCC1Sc1ccc(Cl)cc1 (stereo not given) | 85* | 88* | 91* | 76* | 91* | 96*
COc1cc(/C=C2\CN(C)C(=O)C2=O)ccc1O | · | -12 | -27 | · | -12 | ·
CCOC(=O)c1ccc(NC(=O)Nc2nccs2)cc1 | -12 | 6 | -11 | 11 | -3 | 29
Clc1ccc(-c2csc3nc(-c4cccs4)nn23)cc1 | -7 | -5 | -17 | 2 | 0 | 17
c1ccc2c(c1)sc1nc3ccncc3nc12 | 6 | 33 | 28 | 9 | 90* | 4
CC(C)NCC(O)COc1ccc(O)c(O)c1 (stereo not given) | -7 | -6 | 4 | 16 | 9 | 25
C=C1[C@H](OCC(C)C)[C@@H](OC(=O)C(C)CC)[C@@H](O)C(C)(C)/C=C/[C@H](C)C(=O)[C@@]2(O)C[C@H](C)[C@H](O)[C@@H]2[C@H]1OC(=O)C(C)CC (stereo not given in full) | 74* | 58 | 47 | 69 | 47 | 75*
CCCCCCCCC(=O)OCC(=O)c1ccc(-c2ccccc2)cc1 | 3 | 4 | -15 | -8 | 11 | 3
C=CCc1cc(C(C)=O)cc(OC)c1O | -34 | -19 | -7 | -16 | -16 | 6
CC1=c2c(oc3cc(O)c(Nc4c(C)cc(O)cc4O)c(C)c23)=CC(=O)C1=Nc1c(C)cc(O)cc1O | -35 | 18 | 8 | -2 | 18 | 0
CC(C)CNC(=S)N/N=C/C=C/c1ccc(C(C)C)cc1 | 54 | 0 | -13 | -16 | -18 | 20
O=C(CC(=O)c1ccc(-c2ccc(C(=O)CC(=O)c3ccccc3)cc2)cc1)c1ccccc1 | -2 | -11 | -11 | -34 | -16 | -20
CSc1nc2ncnc(N(C)C)c2[nH]1 | -7 | -16 | -12 | 2 | 1 | -8
CCC(N)=S | -8 | -10 | -4 | -19 | -6 | -5
CCOC(=O)C(=CN1CCNC1=S)C(=O)OCC | -16 | -4 | -34 | -2 | -31 | -26
CSC1NC(c2ccccc2)=C(C#N)C(=O)N1C1OCC(OC(C)=O)C(OC(C)=O)C1OC(C)=O (stereo not given) | 3 | -2 | -16 | 5 | -9 | -39

Looked up above:
O=C(CC(=O)c1ccc(-c2ccc(C(=O)CC(=O)c3ccccc3)cc2)cc1)c1ccccc1 in yeast rad50 reads -16
CC1=c2c(oc3cc(O)c(Nc4c(C)cc(O)cc4O)c(C)c23)=CC(=O)C1=Nc1c(C)cc(O)cc1O in sgs1 mgt1 reads 0

Gathered by group: the entries above containing four or more nitrogen atoms.
SMILES | bub3 | mlh1 rad18 | mec2-1 | yeast cln2 rad14 | yeast rad50 | sgs1 mgt1
C=CCNC(=S)N/N=C/c1nccc(-c2ccccc2)c1C | 84* | 79* | 82* | 85* | 73* | 82*
CSc1nc2ncnc(N(C)C)c2[nH]1 | -7 | -16 | -12 | 2 | 1 | -8

Sorted by heavy-atom count (falling): some entries from above.
SMILES | bub3 | mlh1 rad18 | mec2-1 | yeast cln2 rad14 | yeast rad50 | sgs1 mgt1
CC1=c2c(oc3cc(O)c(Nc4c(C)cc(O)cc4O)c(C)c23)=CC(=O)C1=Nc1c(C)cc(O)cc1O | -35 | 18 | 8 | -2 | 18 | 0
C=C(C)[C@@H]1CC[C@@]2(C)[C@H]1[C@H]1CCC3[C@@]4(C)CC[C@H](O)C(C)(C)[C@@H]4CC[C@@]3(C)[C@]1(C)C[C@@H]2O (stereo not given in full) | 3 | 10 | 1 | -2 | 29 | 13
C=CCNC(=S)N/N=C/c1nccc(-c2ccccc2)c1C | 84* | 79* | 82* | 85* | 73* | 82*
Clc1ccc(-c2csc3nc(-c4cccs4)nn23)cc1 | -7 | -5 | -17 | 2 | 0 | 17
CCOC(=O)C(=CN1CCNC1=S)C(=O)OCC | -16 | -4 | -34 | -2 | -31 | -26
c1ccc2c(c1)sc1nc3ccncc3nc12 | 6 | 33 | 28 | 9 | 90* | 4
CCC(N)=S | -8 | -10 | -4 | -19 | -6 | -5

Carrying on:
SMILES | bub3 | mlh1 rad18 | mec2-1 | yeast cln2 rad14 | yeast rad50 | sgs1 mgt1
O=C1OC(CO)C(O)C2OC(=O)c3c(c(O)c(O)c(O)c3-c3c(O)c(O)c(O)c4c3C(=O)OC2C4O)-c2c1cc(O)c(O)c2O (stereo not given) | -33 | -12 | -50 | -8 | -10 | -20
O=C1C=C(NCC(c2ccccc2)c2ccccc2)C(=O)c2ncccc21 | 41 | 78* | 25 | 35 | 33 | 43
CCOC(=O)/C(Cl)=C1\SN(C(=O)OCC)N=C1C | 4 | 4 | -4 | 55 | -8 | -11
CSc1ccc(NC(=O)c2ccc([N+](=O)[O-])cc2)cc1 | 26 | 3 | 6 | -13 | -1 | 10
O=C1CCCCCCCCCCC1CN1CCCCC1 (stereo not given) | -2 | -12 | -10 | 31 | 12 | 14
O=C(N=c1nc(NC(=O)c2ccccc2)ss1)c1ccccc1 | -17 | 13 | 8 | -42 | 0 | -3
CCC(C)C(N)C(=O)NC(Cc1ccccc1)C(=O)O (stereo not given) | -24 | -24 | -27 | -10 | -14 | -31
Nc1ccc2nc(NCCCO)c3ccccc3c2c1 | 5 | 2 | 0 | 3 | -1 | -16
COc1ccc(NC(=O)/C(=N\NC(=O)C[n+]2ccccc2)c2c(O)c3ccc(O)cc3oc2=O)c([N+](=O)[O-])c1 | 40 | 39 | 47 | 8 | 27 | 29
CCNc1nnc(N=Nc2ccccc2)s1 | 8 | 4 | 13 | -2 | 0 | 13
O=C(c1ccccc1)c1c(-c2ccccc2)sc2nc3ccccc3nc12 | 3 | 11 | 18 | 29 | 3 | 3
CC[C@@H]1O[C@@H]([C@@H]2CC[C@](O)([C@]3(C)CC[C@@H]([C@@H](C)[C@@]4(O)CC[C@H](C)[C@@H](C[C@@]5(O)O[C@@H]([C@@H](C)[C@H](O)C[C@H]6CC[C@H](C)[C@@H]([C@@H](C)C(=O)O)O6)CC[C@@H]5C)O4)O3)O2)CC[C@@]1(C)O | 87* | 88* | 90* | 88* | 88* | 89*
CCCCCCCCOS(=O)(=O)c1ccc([N+](C)(C)C)cc1 | 1 | -22 | -4 | -9 | -5 | -17
NC(Cc1ccc(O)cc1-c1ccc([N+](=O)[O-])cc1[N+](=O)[O-])C(=O)O (stereo not given) | 6 | -18 | 6 | -2 | 6 | 32
COc1cccc(-c2nsc(=O)o2)c1 | 53 | 33 | 23 | -1 | 42 | 24
CC(CNC(N)=O)NC(N)=O (stereo not given) | -20 | -24 | -16 | 11 | -24 | -32
COc1cc(Br)cc(OC)c1Oc1cc(OC)c(OC)c(OC)c1Br | 11 | 25 | 12 | 2 | 46 | 36
CCCCSc1cc(C(=O)OCC)c2cc(Cl)cc(Cl)c2n1 | -21 | -9 | -10 | -41 | 2 | -14
C/C(O)=C(\N=Nc1ccccc1)C(N)=O | -1 | -3 | 8 | -29 | -9 | 6
CCC(=O)Oc1ccc(C)cc1[N+](=O)[O-] | -19&-1 | 0&6 | -24&13 | 12&1 | -9&11 | -18&15
O=C(O)Cc1[nH]cnc1C(=O)O | -34 | -20 | -11 | -71 | -6 | -29
Cc1nc2ccccc2c(-n2cccn2)c1CCn1cccn1 | 33 | 15 | -9 | -1 | -7 | 20
COc1cc(NS(=O)(=O)c2ccccc2)ccc1C | 22 | 25 | -20 | 12 | 28 | 15
C[n+]1c2ccccc2c(Oc2c3ccccc3[n+](C)c3ccccc23)c2ccccc21 | -4 | 0 | 11 | -15 | 4 | 31
CCOC(=O)C(NC(=O)c1ccccc1)[CH](c1ccccc1)[Sn]([c]1ccccc1)([c]1ccccc1)[c]1ccccc1 (stereo not given) | 99* | 98* | 98* | 94* | 96* | 97*
SMILES | bub3 | mlh1 rad18 | mec2-1 | yeast cln2 rad14 | yeast rad50 | sgs1 mgt1
CCOC(=O)c1ccc(NC(=O)Nc2ccc(CCO)cc2)cc1 | 18 | -4 | 0 | 10 | 18 | 7
CCc1ccccc1O | -12 | 1 | -8 | -25 | 6 | 3
Nc1ccc(C(=O)NN2C(=O)C(Cl)C2c2ccc(O)cc2)cc1 (stereo not given) | 5 | -26 | -1 | -3 | -2 | -17
CC(c1ccccc1)n1c2ccccc2c2c(N)ncnc21 (stereo not given) | 90* | 92* | 87* | 91* | 78* | 90*
CCCCn1c(-c2ccccc2)cs/c1=N\NC(=O)Cn1c(C)nc2ccccc21 | -3 | -17 | -8 | 19 | -31 | -8
O=c1/c(=C/c2ccc(/C=c3\sc4nc5ccccc5n4c3=O)cc2)sc2nc3ccccc3n12 | 2 | -29 | -2 | -31 | -14 | -18
CN(C)/C=C(/N=C(C#N)C#N)C1OCCO1 | 4 | -2 | 9 | -27 | 4 | -3
COc1ccc(CC(N)C(=O)Nc2ccccc2)cc1 (stereo not given) | 0 | 7 | -13 | 4 | -6 | 5
CN(C)c1ccc(/C=C/c2ccnc3c(N)cccc23)cc1 | -11 | 4 | -9 | -13 | -4 | -14
C=C(Cl)COc1ccc(Br)cc1 | 21 | -6 | 24 | 3 | -5 | -2
COc1ccc(/C=N\NC(=O)c2cnccn2)cc1 | 16 | 11 | 11 | 1 | 9 | 5
O=C(Cc1ccccc1)NN1C(=O)/C(=C\c2ccccc2O)SC1=Nc1ccccc1 | -7 | 7 | -6 | 14 | 1 | 31
CSc1nnc(CCC(=O)Nc2c(C)cccc2C)o1 | 5 | -8 | -18 | 11 | -8 | -14
CC1(C)C(=O)/C=C\C(=O)C(C)(C)C2=CC=C(O2)C(C)(C)C(=O)C(Br)C(Br)C(=O)C(C)(C)C2=CC=C1O2 (stereo not given) | -35 | -28 | -18 | 6 | -20 | -68
O=C(Oc1ccc2c(-c3ccccc3)c(C(=O)Nc3ccc(Cl)cc3)c(=O)oc2c1)c1ccccc1 | -2 | 45 | -16 | 7 | 13 | 17
O=S(=O)(O)c1cc2cc(S(=O)(=O)O)c3nnc4cc(S(=O)(=O)O)cc5cc(S(=O)(=O)O)c(nnc6cc(S(=O)(=O)O)cc7cc(S(=O)(=O)O)c(nnc(c1)c2c3O)c(O)c76)c(O)c54 | -2 | -2 | -4 | 8 | 20 | 4
CC1(C)CSCC(C)(C)C(=N/N)/C1=N\N | -33 | -41 | 23 | 4 | 7 | -8
C[N+]1(C)CCC[N+](C)(C)CC1 | 21 | 6 | -8 | 16 | -16 | 4
C[C@]12CCC(=O)C=C1CC[C@@H]1C2=CC[C@]2(C)/C(=C\CO)CC[C@@H]12 | -11 | 9 | -14 | -5 | 8 | 11
C=CCn1ccc(=O)nc1SCc1ccccc1 | 3 | 0 | -5 | -34 | 5 | 0
O=C1Sc2ccccc2C(=O)N2CCSC12 (stereo not given) | -33 | -47 | -9 | -2 | -33 | -64
COc1ccc(C(c2c(O)c3ccccc3oc2=O)N2CCCC2)cc1 (stereo not given) | -11 | 9 | 1 | -18 | 2 | -25
C/C(=N/NC(N)=O)C1CCC(C)CC1 (stereo not given) | 8 | 31 | 32 | 12 | 39 | 22
CCC(C(C)=O)C(C)=O | -57 | -34 | -71 | -24 | -46 | -44
CCCCOC(=O)NC(=O)c1cc2cc(Br)cc(Br)c2oc1=O | -1 | -17 | 26 | -7 | -2 | 0
SMILES | bub3 | mlh1 rad18 | mec2-1 | yeast cln2 rad14 | yeast rad50 | sgs1 mgt1
O=C(c1ccc(F)cc1)c1ccc([N+](=O)[O-])cc1 | -14 | 12 | 8 | -20 | 9 | -2
COc1cc(N=C(N)N=C(N)N)c2ncccc2c1 | -4 | -13 | -18 | -41 | -3 | -12
O=C(/C=N\O)c1ccncc1 | -9 | -36 | -17 | -16 | -14 | -31
O=C1c2ccccc2C(=O)C2C1C(c1ccccc1)N(c1ccccc1)C2c1ccccc1 (stereo not given) | 3 | -3 | -2 | 6 | -16 | -7
C[N+](C)(C)CCc1ccc(Cl)cc1 | 0 | 22 | 7 | -4 | 10 | 10
CCOC(=O)CN/N=C(\N)CSS(=O)(=O)O | 10 | 3 | -17 | 13 | -5 | -2
COc1ccccc1NC(=O)/C(C=NC(=S)C(N)=S)=C(\C)O | -14 | -1 | -17 | -20 | 4 | -19
